# Kir21 inh – inhibitors of mouse Kir2.1 inward-rectifier potassium channel; B-score at 10 µM; Inward rectifier potassium channel 2 (Mus musculus), P35561; HEK293-Kir2.1, FluxOR thallium flux fluorescence; hits give low values; hit rate 0.85% among 310,000;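 active means fluorescence ratio B-score at or below minus 3 SD of library scores, with starting-brightness B-score within 2 SD, cut at about -4.2 in these data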;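 further: channel flux triggered by added potassium and thallium sulfate stimulus; B-score of peak minus minimum fluorescence over baseline after thallium stimulus; more negative B-score means stronger Kir2.1 block with less thallium influx; some compounds called inactive have numbers as strong as hits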
# Target sequence (P35561 whole entry, looked up): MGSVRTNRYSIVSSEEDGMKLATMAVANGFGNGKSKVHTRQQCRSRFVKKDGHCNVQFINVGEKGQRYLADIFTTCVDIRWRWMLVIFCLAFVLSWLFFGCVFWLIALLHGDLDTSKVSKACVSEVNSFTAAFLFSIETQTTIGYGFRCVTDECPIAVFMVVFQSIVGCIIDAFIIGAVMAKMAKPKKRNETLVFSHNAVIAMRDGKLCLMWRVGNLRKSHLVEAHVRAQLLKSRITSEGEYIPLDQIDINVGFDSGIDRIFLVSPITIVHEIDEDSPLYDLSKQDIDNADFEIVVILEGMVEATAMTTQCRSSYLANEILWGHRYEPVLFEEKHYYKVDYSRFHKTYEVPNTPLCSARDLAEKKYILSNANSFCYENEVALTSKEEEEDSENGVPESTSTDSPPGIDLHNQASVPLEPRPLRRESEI
# CHT block – inhibitors of human choline transporter CHT. hit rate 0.86% among 310,000. CHT-expressing cells, membrane potential dye, choline response; hits give low values. AID 488975, 2010. High affinity choline transporter 1 (Homo sapiens), Q9GZV3. B-score at 10 µM;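 active means B-score over 3 SD under the library average, and starting fluorescence ratio not unusually high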;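 further: choline stimulus applied at its EC90 after an EC20 pre-addition; B-score computed on integrated fluorescence ratio after choline addition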
# Target sequence (Q9GZV3 whole entry, looked up): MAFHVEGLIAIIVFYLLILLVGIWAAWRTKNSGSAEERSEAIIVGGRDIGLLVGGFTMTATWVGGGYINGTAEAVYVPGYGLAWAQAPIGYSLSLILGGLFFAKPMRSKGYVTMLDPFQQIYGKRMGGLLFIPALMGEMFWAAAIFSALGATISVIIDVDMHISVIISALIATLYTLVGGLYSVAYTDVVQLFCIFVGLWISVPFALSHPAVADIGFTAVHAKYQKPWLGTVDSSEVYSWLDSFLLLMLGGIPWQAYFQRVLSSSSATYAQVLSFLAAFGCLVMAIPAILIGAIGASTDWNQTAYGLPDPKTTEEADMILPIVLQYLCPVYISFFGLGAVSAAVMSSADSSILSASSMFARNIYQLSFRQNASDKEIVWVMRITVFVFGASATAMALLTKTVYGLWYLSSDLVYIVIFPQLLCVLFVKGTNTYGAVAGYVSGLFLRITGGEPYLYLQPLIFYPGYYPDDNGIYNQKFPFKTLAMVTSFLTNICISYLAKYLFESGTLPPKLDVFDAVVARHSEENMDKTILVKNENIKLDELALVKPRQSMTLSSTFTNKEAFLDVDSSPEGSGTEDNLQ
# KCNQ2 inh – KCNQ2 potassium channel inhibitors, primary screen, cell-based, CHO-K1, FluxOR thallium flux, B-score (AID 2156); Potassium voltage-gated channel subfamily KQT member 2 (Rattus norvegicus), O88943; 20 min; hits give low values; hit rate 1.1% among 310,000; B-score at 10 µM;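 active means fluorescence ratio B-score at most minus 3 library SDs, with starting brightness B-score within 2 library SDs, cut at about -5.5 in these data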
# Active calls of the source: *; i = inactive; nt = no result given.
KCNQ2 inh	Compound	CHT block	Kir21 inh
i	Cn1c(=O)c2sccc2n(Cc2cccc(Br)c2)c1=O	i	-1.6
i	COc1cc([N+](=O)[O-])c(OC)cc1SCc1n[nH]c(=S)n1-c1ccc(C)cc1	i	0.66
i	CN(NC(=O)c1ccc(Cl)cc1)c1cccc(Cl)n1	i	-1.2
i	CCCNC(=O)c1ccccc1NC(=O)CN(c1ccccc1)S(=O)(=O)N(C)C	i	0.33
i	O=C1C=C(NCc2ccncc2)CC(c2ccccc2)C1 (configuration not stated)	i	-0.04
i	Cc1ccc(OCc2nnc(SCc3nc4ccccc4[nH]3)n2Cc2ccco2)cc1	i	-2.3
i	CCOc1ccc(CNC(=O)NS(=O)(=O)c2ccc(OC)cc2)cc1	i	0.11
i	CCN(CC)c1cc(C)c2cc(NC(=O)CNC(C)=O)ccc2n1	i	0.52
i	C=C(C)CNC(=O)CCc1nnc(C2(c3ccc(Cl)cc3)CCC2)o1	i	-3.5
i	Cn1nnnc1SCC(=O)Nc1ccc2c(c1)OCO2	i	-1.2
i	O=C(O)C1CSC(c2ccccc2)N1C(=O)c1ccco1 (configuration not stated)	i	0.16
i	CCNC(=O)C(=O)NCC1OCCCN1S(=O)(=O)c1ccc(F)cc1C (configuration not stated)	i	0.22
i	COCCn1c(=O)[nH]c2cc(C(=O)NCCc3ccc(OC)c(OC)c3)ccc2c1=O	i	0.98
i	COc1ccc(OC)c(CN2CCCC(CCC(=O)N(C)CCc3ccccn3)C2)c1 (configuration not stated)	i	1.1
i	COc1ccc2oc(C)c(C(=O)Cn3ccnc3)c2c1	i	0.18
i	CC(C)c1cc2c(c(O)c1O)[C@@]13CCCC(C)(C)C1CC2OC3=O (some centres not stated)	i	-1.1
i	O=C(CC1SC(=Nc2ccc3c(c2)OCCO3)NC1=O)Nc1ccc(F)cc1F (configuration not stated)	i	0.57
i	CCN(CC)c1ccc(-n2c(C)cc(C=O)c2C)cc1	i	3.3
i	Cn1c(COc2cccc3cccnc23)nnc1SCC(=O)O	i	0.18
i	COC(C[C@@H]1O[C@@H]1[C@@H](O)[C@@H](C)OCc1ccccc1)OC	nt	2.2
i	Cc1ccc2c(c1)N(S(=O)(=O)c1ccc3c(c1)NC(=O)CC(=O)N3)CCO2	i	1.3
i	CCCCN(C(=O)CCNC(=O)NC12CC3CC(CC(C3)C1)C2)c1c(N)n(CCC)c(=O)[nH]c1=O	i	-1.7
i	COCCn1c(=NC(=O)CSC(C)=O)sc2cc(F)ccc21	i	0
i	CCC(NC(=O)NCc1ccccc1)(C(F)(F)F)C(F)(F)F	i	0.79

# 4 neighbouring entries from above, for reference:
KCNQ2 inh	Compound	CHT block	Kir21 inh
i	CCN(CC)c1ccc(-n2c(C)cc(C=O)c2C)cc1	i	3.3
i	Cn1c(COc2cccc3cccnc23)nnc1SCC(=O)O	i	0.18
i	COC(C[C@@H]1O[C@@H]1[C@@H](O)[C@@H](C)OCc1ccccc1)OC	nt	2.2
i	Cc1ccc2c(c1)N(S(=O)(=O)c1ccc3c(c1)NC(=O)CC(=O)N3)CCO2	i	1.3

# Other compounds.
KCNQ2 inh	Compound	CHT block	Kir21 inh
i	CCOC(=O)c1cnc2ccc(C(=O)OC)cc2c1Nc1ccc(C(=O)O)cc1	i	0.62
i	Cc1sc(NC(=O)CSc2nnc(-c3ccccc3)o2)c(C#N)c1C	i	-0.22
i	CCn1cc(C(=O)O)c(=O)c2cc(F)c(N3CCN(C(=S)NC(=O)c4ccc(F)cc4)CC3)cc21	i	-0.22
i	O=C(Nc1cc2c3c(c1)CC(=O)N3CCC2)c1ccc(Cl)cc1	i	-1.4
i	C#Cc1ccc(CN2CCCC(C(=O)Nc3ccccc3Oc3cccnc3)C2)cc1 (configuration not stated)	i	-5.1*
i	COc1cccc(NC(=O)Cn2c(=O)oc3cc(S(=O)(=O)N4CCCC4)ccc32)c1	i	0.82
i	CCOC(=O)c1c(NC(=O)/C=C/C(=O)O)sc(C)c1-c1ccc(C(C)(C)C)cc1	i	-2.8
i	CCOC(=O)c1sc(=S)n(-c2ccccc2Cl)c1SC	i	-0.63
i	C/C(=N\Nc1ccc([N+](=O)[O-])cc1)c1ccc(O)cc1	i	-0.39
i	CCOC(=O)c1c(NC(=O)c2ccco2)sc(C(=O)N2CCCC2)c1C	i	-0.06
i	Cc1[nH]n(-c2ccccc2)c(=O)c1-c1ccc(Cl)cc1	i	0.4
i	CC(=O)c1ccc(OC(C)C)c(Cc2c(O)nc(N)[nH]c2=O)c1	i	-0.02
i	Cc1ccc(Nc2nnc(SCC(=O)Nc3ccccc3[N+](=O)[O-])s2)cc1	i	-0.93
i	CCCc1cc(C(=O)Nc2ccccc2C(=O)OC)no1	i	0.12
i	Cc1ccc(-c2nc(C(=O)O)cs2)cc1	i	-0.54
i	Cc1ccc2cc(CN(CC3CCCO3)C(=S)Nc3ccccc3)c(=O)[nH]c2c1 (configuration not stated)	i	0.17
i	COc1ccc(-c2nnc(SCC(=O)NC3CCCCC3)o2)cc1	i	-1.9
i	CC(C)OC(=O)CSc1nc2ncccc2[nH]1	i	0.04
-6.1*	Cc1ccc(NC(=O)C2Cc3ccccc3CN2C(=O)c2ccccc2)cc1Cl (configuration not stated)	i	1.5
i	CC(NC(=O)C12CC3CC(CC(O)(C3)C1)C2)c1ccccc1 (configuration not stated)	i	0.14
i	Cc1ccc(C2C(C#N)=C(N)SC(N)=C2C#N)o1	i	0.5
i	CCOC(=O)c1nnc(-c2cccs2)nc1Oc1ccccc1C(=O)OC	i	-0.99
i	Cc1ccccc1CSc1nc2ccccc2c(=O)[nH]1	i	-0.64
i	O=C(NNC(=S)NC(=O)c1cccs1)c1cccnc1	i	1.9
i	COc1cccc(C(c2c(N)n(C)c(=O)n(C)c2=O)C(C)[N+](=O)[O-])c1 (configuration not stated)	i	-1.1
i	OC(c1ccccc1)(c1ccccc1)C1CCN(C(=S)NC2CCCC2)CC1	i	0.1
i	Cc1ccc(C23CC4CC(CC(C(N)=O)(C4)C2)C3)cc1	i	-0.05
i	CCCCS(=O)(=O)Nc1ccc(N2CCOCC2)c(S(=O)(=O)N2CCOCC2)c1	i	0.36
i	Cc1cccc2c(=O)n3c(nc12)CCCCC3	i	-0.7
i	Cc1nc(CCNS(=O)(=O)c2cccs2)cs1	i	0.96
i	O=C(CSc1nnnn1-c1ccccc1)Nc1nc(-c2ccccc2)ns1	i	-0.55
i	Cc1nn(Cc2c(F)c(F)c(F)c(F)c2F)c(C)c1NC(=O)c1nn(C)c(C)c1Br	i	-2.1
i	CCOC(CNC(=O)Cc1c(C)nc2c(-c3ccccc3)c(C)nn2c1C)OCC	i	-1.3
i	CC1=C(C(=O)NCc2ccccc2)C(c2cccs2)n2ncnc2N1 (configuration not stated)	i	-0.93
i	COc1ccccc1/C=N/NC(=O)CC(=O)NC1CCCCC1	i	-0.16
i	CC(=O)c1cccc(N(CC(=O)Nc2ccccc2C(=O)N2CCCC2)S(C)(=O)=O)c1	i	-0.23

# Complete entries, looked up by structure:
# `Cc1cccc2c(=O)n3c(nc12)CCCCC3` across the screens: KCNQ2 inh: i; CHT block: i; Kir21 inh: -0.7
# `COc1ccccc1/C=N/NC(=O)CC(=O)NC1CCCCC1` across the screens: KCNQ2 inh: i; CHT block: i; Kir21 inh: -0.16
# `Cc1nc(CCNS(=O)(=O)c2cccs2)cs1` across the screens: KCNQ2 inh: i; CHT block: i; Kir21 inh: 0.96

# (cont.)
KCNQ2 inh	Compound	CHT block	Kir21 inh
-5.6*	COc1ccc(-n2cc(-c3ccccc3)c3c(NN4CCOCC4)ncnc32)cc1	i	-0.16
i	COc1ccc(C(C)=O)c(Oc2nc(CN3CCOCC3)nc3scc(-c4cccs4)c23)c1	i	-1.1
i	Cc1ccc2nc(N3CCN(c4ccccc4F)CC3)c(C=O)c(=O)n2c1	i	-0.25
i	CCc1ccc(-c2cn3nc(C)c(C)nc3n2)cc1	i	2.1
i	COC(=O)CSc1nc(-c2ccccc2)nc2ccccc12	i	0.5
i	NCCn1c(-c2ccccc2)cc(C(=O)O)c1-c1ccccc1F	i	0.48
i	CC(Sc1nnnn1C)C(=O)NC1CCCc2ccccc21 (configuration not stated)	i	-1.3
i	Cn1c(SCC(=O)N2CCN(c3cccc(Cl)c3)CC2)nnc1-c1ccncc1	i	-0.03
i	CCOC(=O)c1c(C)oc2cc(Br)c(OC(C)C(=O)OCC)cc12 (configuration not stated)	i	-0.77
i	COc1ccc(S(=O)(=O)N2C3CCC2CC(NC(=O)NC2CCCCC2)C3)cc1 (configuration not stated)	i	-0.07
i	Cc1ccc2c(c1)[nH]c1c(=O)n(CCN3CCNCC3)cnc12	nt	1.8
i	O=C(O)CC(c1cccc2ccccc12)n1cccc1 (configuration not stated)	i	0.16
i	O=C(c1ccoc1)N1CCC2(CC1)Oc1ccc(F)cc1C(=O)C21CC(c2ccccc2)=NO1 (configuration not stated)	i	0.8
i	COc1ccccc1NC(=S)NC(=O)C1CC1	i	-0.1
i	CCCN1Cc2cccc(C(=O)Nc3ccc(-c4nc5ccccc5[nH]4)cc3)c2C1=O	i	-0.24
i	CCOc1ccc(-n2c(SCC(=O)N3CCc4ccccc43)nnc2-c2c[nH]c3ccccc23)cc1	i	0.95
i	CCOC(=O)C1=C(C)N(C)C(C)=C(C(=O)OCC)C1c1ccc(C(=O)OC)cc1	i	0.35
i	Cc1ccc(OCCN2C(=O)C(=O)c3cc(C)ccc32)cc1	i	1.9
i	CC1(C)Cc2c(sc(NC(=O)C(=O)NCCCN3CCOCC3)c2C(N)=O)CO1	i	2.5
i	Cc1cccc(NC(=O)COC(=O)c2ccc([N+](=O)[O-])o2)c1C	i	-1.8
i	CCOC(=O)CCNC(=O)N1CCCC(N(C)CCc2ccc(OC)c(OC)c2)C1 (configuration not stated)	i	1.5
i	O=C(c1cc2c(=O)n3ccccc3nc2s1)N1CCc2ccccc2C1	i	1.1
i	CCc1ccc(NSc2ccccc2[N+](=O)[O-])cc1	i	-1.1
i	O=C(Nc1ccc(Br)cc1Cl)N1CCOCC1	i	-0.27
i	CC1=C(C)CC(C(=O)N2CCN(C/C=C/c3ccccc3)CC2)C(C(=O)O)C1 (configuration not stated)	i	1.6
i	O=C(C1CCCN(Cc2ccccc2Br)C1)N1CCCCC1 (configuration not stated)	i	-3.4
i	O=C(Nc1cccc(NC(=O)c2cncc(Br)c2)c1)c1cncc(Br)c1	i	1.5
i	O=S(=O)(Cc1ccccc1)N1CCCC(c2nc(-c3ccc(F)cc3)no2)C1 (configuration not stated)	i	0.43
i	CCOC(=O)C1CCCCN1Cc1ccc(OC)c(OC)c1 (configuration not stated)	i	0.63
i	Cc1ccc(C(=O)O)cc1NCc1ccncc1	i	-0.84
i	N#Cc1ccc(N=c2ssnc2Cl)cc1	i	-0.96
i	COc1ccccc1CNC(=O)Cn1nnnc1CN(C)C(C)C	i	0.54
i	O=C(NCCOc1ccccc1Cl)c1ncn[nH]1	i	0.04
i	CCNC(=S)Nc1ccc(NC(=O)c2ccccc2O)cc1	i	0.86
i	COC(=O)Cc1c(C)c2ccc(OCc3nn[nH]n3)c(C)c2oc1=O	i	0.56
i	COc1ccccc1/C=C/CN1CCC(Oc2cc(C(=O)NC3CC3)ccc2OC)CC1	i	-0.65
i	O=C(Nc1ncccn1)c1ccc([N+](=O)[O-])cc1	i	-0.2
i	COc1ccc(NC(=O)CCOc2ccccc2)c(OC)c1	i	-1.6
i	c1cnc(N2CC[N+]3(CCCC3)CC2)nc1	i	-1.2
i	Cc1c(C(=O)N2CCN(c3ccccn3)CC2)oc2c(F)cccc12	i	1.9
i	COc1ccc(-c2nnc3ccc(SC(C(C)=O)C(C)=O)nn23)cc1OC	i	-1.3
i	C/C(=N\NC(=O)c1ccc([N+](=O)[O-])c(C)c1)c1ccccc1Cl	i	0.27
i	CCN(CC)CCNC(=O)C1CCCCN1S(=O)(=O)c1cccc([N+](=O)[O-])c1 (configuration not stated)	i	0.12
i	CC(C)NC(=O)c1ccc(COCC(F)(F)C(F)F)cc1	i	0.16
i	CN(C)/C=N/S(=O)(=O)c1ccc(Cl)c(Cl)c1	i	-0.38
i	CCOC(=O)NC(Nc1cc(C)on1)(C(F)(F)F)C(F)(F)F	i	1.6
-6.5*	COc1ccc(CCN(Cc2cc3cc(C)c(C)cc3nc2Cl)C(=O)C2CC2)cc1	i	-2
i	COC(=O)Nc1cc([N+](=O)[O-])ccc1OC	i	0.57
i	O=C(NCCOc1ccc(F)cc1)C1CCC(=O)N(CCc2ccccn2)C1 (configuration not stated)	i	1.1
i	Cc1cccc2c1NC(=O)C2=Nc1ccc(Cl)cc1	i	-0.21
i	FC(F)(F)c1cc(-c2ccccc2)nc(N2CCOCC2)n1	i	2.9
i	CCc1ccc(-c2cc(C(=O)NN3CCN(C)CC3)c3ccccc3n2)cc1	i	-2.8
i	O=C(O)CCC(=O)N1N=C(c2c(-c3ccccc3)c3cc(Cl)ccc3[nH]c2=O)CC1c1ccco1 (configuration not stated)	i	0.29
i	O=C(NCc1n[nH]c(=S)n1-c1ccc(Br)cc1)c1ccc(S(=O)(=O)N2CCOCC2)cc1	i	1.2
